# aSyn yeast rescue: qHTS of alpha-syn Inhibitors: NCGC Sytravon Library Screen | AID 1347070, 2019 | Potency, µM (highest dose often 46.1 µM), for inactives: at the top dose growth rescue (activation), actives largely listed as activators | S. cerevisiae alpha-synuclein toxicity rescue, BacTiter-Glo growth, 24 h | hit rate 0.02% among 94,000; active = well fitted activation curve with a large enough effect; also: 0% is about no effect
#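 Growth restoration measured by BacTiter-Glo luminescence after 24 hr at 30 deg C; alpha-synuclein yeast, raffinose-pregrown to mid-log, were added at OD600=0.02 in galactose medium onto pinned compounds.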
# Starred values were filed as active, the others as inactive; [ ] = another dose, or the depositor's remark. Potency is read from the fitted curve at half-maximal effect. Some of the compounds tested, so the mix of outcomes need not match the whole.
SMILES,aSyn yeast rescue
Cc1cc(C)cc(N2C(=O)CSC23C(=O)N(CC(N)=O)c2ccccc23)c1 (configuration not stated),4.6%
COc1ccc(N2CC(NC(=O)C3CC3)CC2=O)cc1OC (configuration not stated),-4.5%
Cc1c2cnn(CC(=O)NCc3ccc(F)cc3)c(=O)c2c(C)n1Cc1cccc(Cl)c1,5.4%
CCOc1ccc(C(=O)COC(=O)C2CCN(c3ccc(C(F)(F)F)cn3)CC2)cc1,-10.0%
O=C(Nc1ccccc1Br)N1CCC(CN2CCCC2)CC1,-7.7%
CCOc1ccc(OCC)c(NS(=O)(=O)c2cc(-c3onc(C)c3C)ccc2OC)c1,0.3%
CCCSc1nc(-c2ccccc2)[nH]c1S(=O)(=O)c1ccc(C)cc1,10.1%
Cc1nn(-c2ccccc2)c(C)c1NC(=O)COC(=O)/C=C/c1ccccc1,-7.1%
C#CC(CC)(CC)NC(=O)c1nn(-c2ccccc2Cl)c(C)cc1=O,-7.6%
COc1ccc(CCNC(=O)c2ccc3c(c2)N(Cc2ccccc2)CCS3)cc1OC,3.6%
Cc1ccc(S(=O)(=O)N(CC(=O)NCC2CCCO2)C2CCCCC2)cc1 (configuration not stated),-1.4%
CCc1ccc(CN(C(=O)Nc2cccc(Cl)c2)c2ccccn2)cc1,4.1%
O=C1c2ccc([N+](=O)[O-])cc2C(=O)N1c1c[nH]c(=O)[nH]c1=O,-39.8%[inhibitor]
O=C(COC(=O)c1ccccc1)c1ccc(S(=O)(=O)N2CCCCC2)cc1,-0.9%
O=C(CCNC(=O)c1ccc(Br)cc1)NCC1CCCO1 (configuration not stated),-1.6%

# Next section; the last two above are carried over.
SMILES,aSyn yeast rescue
O=C(COC(=O)c1ccccc1)c1ccc(S(=O)(=O)N2CCCCC2)cc1,-0.9%
O=C(CCNC(=O)c1ccc(Br)cc1)NCC1CCCO1 (configuration not stated),-1.6%
CCCN(c1ccccc1F)S(=O)(=O)c1ccc2c(c1)C(C)(C)C(=O)N2C,0.0%
CC(C)OC(=O)N(C)C[C@H]1OCc2cn(nn2)CCCC(=O)N([C@H](C)CO)C[C@@H]1C,-2.9%
Cn1cccc1Cc1nnc(SCC(=O)NC2CCCCC2)n1-c1ccc(F)cc1,-2.0%
Cc1[nH]c2ccccc2c1/C=N/NS(=O)(=O)c1ccccc1,4.4%
Cc1ccc(NC(=O)CCCn2c(=O)c3cccn3c3ccccc32)cc1Cl,-1.4%
CN(C(=O)c1cc2c(Cl)nc3ccccc3c2s1)c1cccc(C(F)(F)F)c1,7.2%
Cc1nn(CCC(=O)NCc2ccc(N(C)C)cc2)c(=O)c2nn(-c3ccccc3)c(C)c12,2.2%
CC(=O)N1CCN(C(=O)c2cccc(S(=O)(=O)NCc3ccccc3)c2)CC1,-7.9%
O=C(O)c1cccc(S(=O)(=O)Nc2ccccc2N2CCOCC2)c1,-10.5%
COc1ccccc1C(C)NC(=O)Cc1ccc(S(=O)(=O)N2CCOCC2)s1 (configuration not stated),8.4%
Cc1c(C(=O)NCc2ccc(OC(C)C)cc2)sc2ncnc(N(C)C3CCCCC3)c12,5.1%
CC(=O)OC1c2ccccc2C(=O)N1Cc1ccccc1Cl (configuration not stated),5.3%
COc1ccccc1NC(=O)Nc1cc(C(C)C)ccc1C,4.4%
CCc1cccc(CN2CCC(CNC(=O)Nc3ccc(Cl)cc3)CC2)c1,2.6%
CCOc1ccc(CCNC(=O)c2cc3c(=O)n(C)c4ccccc4c3s2)cc1OCC,0.1%
CCOc1ccc(NC(=O)c2c(Nc3ccccc3C)sc(C(=O)c3ccccc3)c2N)cc1,3.3%
O=C(Nc1ccc(Br)cc1)C1CCN(S(=O)(=O)c2cccc3nsnc23)CC1,-9.3%
COc1ccc(OC)c(S(=O)(=O)N2CCN(c3c(C)cccc3C)CC2)c1,1.7%
C=CCN(C(=O)C1CSC2(C)CCC(=O)N12)c1nc(-c2ccccc2)cs1 (configuration not stated),2.6%
CCCn1c2ccccc2c2cnn(CC(=O)N3CCCC(C(=O)OCC)C3)c(=O)c21 (configuration not stated),5.5%
O=C(Cn1c(=O)n(-c2ccccc2)c(=O)c2c3c(sc21)CCCC3)Nc1cccc(F)c1,-8.3%
Cc1nn(Cc2ccccc2)c(Cl)c1/C=C/C(=O)OCC(=O)N(C)C1CCS(=O)(=O)C1 (configuration not stated),-0.4%
CCCCCCCCc1nc(SCC(C)=O)n[nH]1,1.4%
COc1ccc(C2CC(c3cccs3)=NN2S(C)(=O)=O)cc1 (configuration not stated),8.5%
Cc1ccc(C(=O)NCC(c2ccco2)S(=O)(=O)c2cccs2)cc1C (configuration not stated),0.4%
CCc1cccc(C)c1NC(=O)Cn1nnc(-c2nc(-c3ccccc3F)no2)c1N,3.5%
CCc1ccc(NS(=O)(=O)c2ccc3[nH]cc(C(=O)N(C)Cc4ccco4)c(=O)c3c2)cc1,4.6%
Cc1cc(Cl)ccc1OCC(=O)Nc1c(Cl)ccc2nsnc12,-11.2%
CCOC(=O)c1sc(-c2ccc(Cl)cc2Cl)nc1O,10.0%
Cc1onc(-c2ccccc2Cl)c1C(=O)Nc1ccc(S(=O)(=O)Nc2nccs2)cc1,-30.6%[inhibitor]
CC(C)(C)NC(=O)CSCc1ccc(Br)cc1,-10.9%
COc1cc(Cl)c(NC(=O)CN(C)S(=O)(=O)c2ccc3[nH]c4c(c3c2)CCCC4)c(OC)c1,17.8%
O=C1Nc2ccc(S(=O)(=O)Nc3ccccc3O)c3cccc1c23,-1.4%
CCN(CC)CCCNC(=O)c1cn(CC(C)C)c(=O)c2c1c1ccccc1n2C,6.3%
CC(C)c1nc2sc3c(=O)[nH]c(=S)[nH]c3c2c2c1CCCC2,-7.3%
CC1(C)CC(=O)C=C(c2n[nH]nc2C2CC2)C1,-5.9%
CCOc1ccc(-c2cnc(NCc3ccc(OC)cc3OC)n2C)cc1,6.7%
COc1ccccc1CCNC(=O)c1cc2c(=O)n3cccc(C)c3nc2n1C,0.4%
Cc1cccc(OCCCCn2c(C3CC(=O)N(c4ccccc4Cl)C3)nc3ccccc32)c1 (configuration not stated),-3.9%
Cc1ccc(C(=O)N2CCN(Cc3cc(=O)n4nc(-c5ccccc5)sc4n3)CC2)cc1,0.4%
CN(C(=O)c1ccc(C#N)cc1)c1nnc(-c2cnccn2)s1,0.6%
Cc1ccc(CNC(=O)c2cnn(-c3cccc(C)c3)c2C2CCN(C(=O)OC(C)(C)C)CC2)cc1,1.8%
CC(=O)c1cn(-c2ccc(Cl)cc2)c(=O)n(Cc2ccc(F)cc2)c1=O,-7.5%
COc1cccc(/C=N/NC(=O)c2cccs2)c1,3.8%
COc1ccccc1NC(=O)C1CCC(CNc2c(N3CCCCC3)c(=O)c2=O)CC1 (configuration not stated),0.4%
CC(OC(=O)CCCC(=O)Nc1ccc(F)cc1)C(=O)c1ccccc1 (configuration not stated),6.3%
CCOc1ccc(C(=O)NCCSc2c(C)[nH]c3ccccc23)cc1OCC,4.4%
Cc1cccc(OCC(=O)N2CCC3(CC2)CC(=O)c2ccccc2O3)c1,14.9%
COc1cccc(CNCc2cccc(Br)c2)c1OC,-0.8%
FC(F)(F)c1cccc(N2CCC(N=CN3CCCCCC3)=N2)c1,-4.7%
O=C(CSc1ncc(C(=O)O)n1-c1ccc(F)cc1)NCc1ccc2c(c1)OCO2,-6.7%
CC(C)(C)NC(=O)C(c1ccncc1)N(C(=O)Cn1nnc(-c2ccc(F)cc2)n1)c1ccccc1 (configuration not stated),5.5%
CC(C)Oc1ccc(CNC(=O)c2cccc(NC(=O)c3nsc4ccccc34)c2)cc1,4.3%
CCOC(=O)c1c(C)[nH]c(C)c1S(=O)(=O)N1CCC(C(=O)Nc2ccc(F)cc2F)CC1,1.1%
Cc1nc2n[nH]c(N)c2nc1C,-2.1%
COc1cc(-c2noc(-c3cc(C(C)C)[nH]n3)n2)cc(OC)c1OC,-18.1%
COCCn1c(CN2CCN(c3cccc(Cl)c3)CC2)nc2c1c(=O)n(C)c(=O)n2C,1.6%
N#Cc1cccc(C(=O)Nc2ccccc2C(=O)NC2CC2)c1,-7.0%
Cc1ccc(-n2c(=O)c3c(C)c(C(=O)N(C)C)sc3n(Cc3ccccc3C)c2=O)cc1C,-3.2%
COc1ccc(-c2cc(C(=O)Nc3sc4c(c3C#N)CCCC4)no2)cc1OC,1.9%
# Other records follow:
SMILES,aSyn yeast rescue
C[C@H]1CN([C@@H](C)CO)S(=O)(=O)c2ccc(Br)cc2O[C@H]1CN(C)C(=O)c1cccc(F)c1,0.8%
CC1(C)CC(=O)C=C(c2ccc(COC(=O)Cc3ccccc3)cc2)C1=O,0.5%
Cc1ccc(S(=O)(=O)NCCC(=O)NCCc2ccccc2)cc1,-3.0%
CCn1cc(C(=O)NCCc2ccc(Cl)cc2)c(=O)c2cc(S(=O)(=O)N3CCCCCC3)ccc21,-0.5%
CCOc1ccc(CNc2cc(C)nc3nc(-c4cccc(C)c4)nn23)cc1OC,-10.0%
CCCCNC(=O)CCCN1C(=O)c2ccccc2Sc2ncccc21,3.4%
CC(C)(C)OC(=O)N1CCC(c2c(C(=O)NC3CCCCC3)cnn2-c2cccc(Cl)c2)CC1,-4.7%
CC(C)CN(C(=O)COC(=O)CCSc1ccc(Cl)cc1)c1c(N)n(Cc2ccccc2)c(=O)[nH]c1=O,-4.0%
NC(c1ccncc1)c1ccc(Cl)cc1 (configuration not stated),-6.7%
COCCN(C(=O)COC(=O)CCC1CCCCC1)c1c(N)n(Cc2ccccc2)c(=O)[nH]c1=O,-10.1%
COc1ccc(CCNC(=O)C2CC2)cc1,-2.3%
CN(Cc1ccccc1)S(=O)(=O)c1ccc(Cl)c(C(=O)O)c1,-8.2%
CN(Cc1c(F)cccc1Cl)C(=O)c1cnc2ccccc2n1,1.2%
S=c1[nH]nc2nnc3ccccc3n12,-3.1%
Cc1ccc(NC(=O)Cc2csc(C)n2)c(C)c1,5.3%

# 3 records drawn at random from the list so far:
SMILES,aSyn yeast rescue
CCOc1ccc(CNc2cc(C)nc3nc(-c4cccc(C)c4)nn23)cc1OC,-10.0%
COCCN(C(=O)COC(=O)CCC1CCCCC1)c1c(N)n(Cc2ccccc2)c(=O)[nH]c1=O,-10.1%
NC(c1ccncc1)c1ccc(Cl)cc1 (configuration not stated),-6.7%

# Remaining list, next part.
SMILES,aSyn yeast rescue
N#CCSc1ccccc1NC(=O)CN1C(=O)C2CC=CCC2C1=O (configuration not stated),-5.6%
CC1(C)CNC(=O)c2sc(NC(=O)c3ccccc3)nc2C1,1.4%
CC1=C(c2ccc(C(C)C)cc2)S(=O)(=O)N=C1N1CCC(C(=O)NCc2ccc(C)o2)CC1,-5.9%
CCCN1CCN(C(=O)CCCn2c(C)c3cnn(-c4ccccc4)c(=O)c3c2C)CC1,0.7%
CCc1cc(-c2cnnn2CCc2c[nH]c3ccccc23)ccc1-c1cn(CC(C)C)nn1,4.0%
Cc1ccccc1NC(=O)c1cc(S(=O)(=O)N2CCCCC2)ccc1N1CCOCC1,10.0%
CCC(=O)NC1CC(=O)N(c2ccc3c(c2)OCCO3)C1 (configuration not stated),-4.2%
Cc1c(C(=O)N(Cc2ccc(N(C)C)cc2)Cc2ccco2)oc2cc(Br)ccc12,-17.4%
O=C(CN1C(=O)NC2(CCCC2)C1=O)OCCOc1cccc(Br)c1,2.0%
COc1cc(OC)c(C(=O)NC2CCCc3ccccc32)cc1OC (configuration not stated),-4.4%
O=C(Cc1ccccc1)Nc1sc2c(c1C(=O)Nc1cccc(Cl)c1)CCCCC2,3.6%
O=C(Cn1c(=O)c2cc(Cl)ccc2n2nncc12)Nc1ccccc1,8.0%
O=C(CCNC(=O)c1ccco1)Nc1ccc(OC(F)F)c(Cl)c1,-5.9%
CCC12CN3CC(CC)(CN(C1)C3c1ccc([N+](=O)[O-])o1)C2=O (configuration not stated),-1.3%
COc1cc(C(=O)NC2CCCc3ccccc32)cc(OC)c1OC (configuration not stated),-4.2%

# By substructure, those above with a nitro group on carbon
SMILES,aSyn yeast rescue
O=C1c2ccc([N+](=O)[O-])cc2C(=O)N1c1c[nH]c(=O)[nH]c1=O,-39.8%[inhibitor]
CCC12CN3CC(CC)(CN(C1)C3c1ccc([N+](=O)[O-])o1)C2=O (configuration not stated),-1.3%

# Copied from the entries so far, two compounds:
SMILES,aSyn yeast rescue
Cc1cc(C)cc(N2C(=O)CSC23C(=O)N(CC(N)=O)c2ccccc23)c1 (configuration not stated),4.6%
COc1ccc(N2CC(NC(=O)C3CC3)CC2=O)cc1OC (configuration not stated),-4.5%

# The list continues:
SMILES,aSyn yeast rescue
Cc1ccc2c(C)c(C(=O)NCC3CCOCC3)oc2c1C,0.6%
COc1cc(C(=O)NCCNC(=O)c2ccc(C)nc2)cc(OC)c1OC,1.0%
C/C(CC(=O)NCc1ccccc1Cl)=N/NC(=O)c1ccccn1,-9.2%
CCN(CC)C1=CC(=[N+]2CCCC2)CC(C)(C)C1,3.2%
COc1cc(-c2cc(C(=O)NCCc3ccc(S(N)(=O)=O)cc3)c3ccccc3n2)cc(OC)c1OC,-10.3%
O=C(CN1C(=O)S/C(=C\c2ccccc2)C1=O)NNC(=O)c1ccccc1O,-14.8%
C=CCn1c(SCC(=O)Nc2ccc(Br)cc2)nc(O)cc1=O,-5.9%
Cc1ccc2c(ccc(=S)n2C)c1,-7.0%
CCN(CC)C(=O)Cn1cc(S(=O)(=O)CC(=O)Nc2cccc(NC(C)=O)c2)c2ccccc21,-13.6%
CC(=O)c1ccc(NC(=O)c2cnc(N3CCCC3)nc2C)cc1,-17.4%
CC(C)CN(C(=O)CN(C)C(=O)Cc1c(F)cccc1Cl)c1c(N)n(CC(C)C)c(=O)[nH]c1=O,-5.6%
Cc1cc(C(=O)Cn2nc(C(=O)O)c3ccccc3c2=O)c(C)n1CCc1ccc(Cl)cc1,2.6%
CCN1C(=O)C(=O)N(CC(=O)N2CCN(c3ccccc3)CC2)C1=O,14.0%
COc1ccc(CCNC(=O)CCCn2c(=O)c3ccccc3n(Cc3ccc(F)cc3Cl)c2=O)cc1OC,0.8%
O=C(CN1CCN(c2ccc(Cl)cc2)CC1)c1ccccc1,-1.1%
COc1ccc2[nH]c(=O)c(CN(C(=O)C3CCCO3)c3ccc(C)c(C)c3)cc2c1 (configuration not stated),5.8%
